FXN GAA850 act: activators of GAA850 frataxin (FXN) promoter; HEK293 lucGAA850 FXN promoter luciferase reporter, 24 h; percent of 10 µM SAHA response; activation, % at 6 µM; actives 0.56% (n = 360,000); AID 540364;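 active = activation above the average of all compounds screened plus 3 SD, cutoff fixed separately per campaign, cut at about 7.5% in these data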;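 note: 0% = DMSO wells and 100% = 10 µM SAHA wells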
hcDAF-12 act: activators of H. contortus DAF-12 nuclear receptor; HEK293 hcDAF-12 lit1-tk-luc reporter, luminescence; 0% DMSO, 100% Δ7-dafachronic acid; activation, % at 6.8 µM; actives 1.4% (n = 370,000); AID 652067;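 active = activation above the mean of all tested compounds plus 3 SD, cut at about 5.5% in these data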;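 note: 100% = response to 3 µM Δ7-dafachronic acid high control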
ADAM10 inh: inhibitors of human ADAM10; recombinant ADAM10, EDANS/DABCYL FRET peptide cleavage, 3 h; actives 0.62% (n = 370,000); O14672; inhibition, % at 7 µM;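 active = inhibition above a per-campaign cutoff equal to the mean of compounds falling between control-based bounds plus 3 SD, cut at about 20% in these data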;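 note: 0% = DMSO wells while the 100% control is not disclosed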
NPR1 activator: GC-A (human) enzyme activation; P16066; HEK293 GC-A cells, cGMP TR-FRET, EC30 ANP; 0% at EC30 ANP, 100% saturating ANP; activation, % at 10 µM; actives 0.14% (n = 370,000); in the data active = activation above about 40%
PG9 binder: PG9 antibody binding by small molecule. TR-FRET gp120-PG9 antibody binding. actives 0.43% (n = 360,000). inhibition, % at 6.7 µM. AID 624416; in the data active = inhibition above about 8.5%
DAX1 inh-1: DAX1 (NR0B1) inhibition, primary screen; HEK293T StAR-luciferase reporter, SF-1/DAX-1 repression relief; inhibition, % at 6.8 µM; actives 1.1% (n = 370,000); AID 652010;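 active = inhibition above the mean over all tested compounds plus 3 SD, cut at about 3.6% in these data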;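 note: 0% = DAX-1 cells with DMSO and 100% = cells lacking DAX-1 with DMSO; higher inhibition means more luminescence from relief of DAX-1 repression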
ssDAF-12 act: activates DAF-12 receptor from parasite S. stercoralis. HEK293 ssDAF-12/GRIP1 lit1-tk-luc reporter, luminescence; % of 3 µM dafachronic acid response. activation, % at 6.8 µM. actives 1% (n = 370,000). AID 652126;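 active = activation above the mean over all tested compounds plus 3 SD, cut at about 0.9% in these data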;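 note: 0% = DMSO-only wells and 100% = 3 µM delta7-dafachronic acid wells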
ADAM17 inh: inhibits human ADAM17; P78536; actives 0.83% (n = 370,000); inhibition, % at 6.95 µM; recombinant ADAM17, EDANS/DABCYL FRET peptide cleavage;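 active = inhibition above the mean of compounds lying between control limits plus 3 SD, set per campaign, cut at about 8.5% in these data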;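 note: 0% = DMSO-only wells as the low control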
Target sequence (P78536 215-824 limits assumed): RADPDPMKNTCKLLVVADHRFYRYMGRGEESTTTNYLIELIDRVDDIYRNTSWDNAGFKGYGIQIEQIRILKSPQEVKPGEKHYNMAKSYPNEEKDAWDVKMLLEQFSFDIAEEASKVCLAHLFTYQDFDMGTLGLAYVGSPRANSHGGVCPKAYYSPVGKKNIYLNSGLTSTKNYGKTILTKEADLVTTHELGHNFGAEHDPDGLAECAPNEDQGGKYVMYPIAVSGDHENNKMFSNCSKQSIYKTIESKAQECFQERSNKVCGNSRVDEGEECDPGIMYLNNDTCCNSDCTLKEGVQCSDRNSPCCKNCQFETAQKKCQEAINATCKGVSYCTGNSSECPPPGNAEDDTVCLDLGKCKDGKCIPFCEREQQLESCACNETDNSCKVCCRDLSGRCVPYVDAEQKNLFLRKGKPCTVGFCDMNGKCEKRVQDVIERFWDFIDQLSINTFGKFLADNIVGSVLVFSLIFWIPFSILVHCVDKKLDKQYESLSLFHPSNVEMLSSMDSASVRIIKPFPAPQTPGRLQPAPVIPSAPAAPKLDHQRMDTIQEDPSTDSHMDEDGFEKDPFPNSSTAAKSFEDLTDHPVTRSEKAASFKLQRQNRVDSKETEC
SMARCA2 activ: SMARCA2 function activation, primary screen. activation, % at 9.1 µM. MG213 cells, MMTV-luciferase reporter, dexamethasone, overnight. actives 1% (n = 370,000); in the data active = activation above about 7.8%;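 note: 0% = vehicle wells and 100% = reference activator wells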
hgDAF12 agonist: activates the H. glycines DAF-12 receptor ligand-binding domain; actives 1.8% (n = 370,000); activation, % at 6.8 µM; HEK293 GAL4-hgDAF12 UAS-luciferase reporter, agonist luminescence; normalized to butyrate control;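 active = activation above a cutoff set at the mean of all screened compounds plus 3 SD, cut at about 10% in these data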;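 note: 0% = DMSO wells and 100% = sodium butyrate wells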
DAX1 inh-2: NR0B1 (DAX1) inhibition. AID 504766. actives 0.99% (n = 340,000). P51843. inhibition, % at 6.75 µM. HEK293 Gal4-DAX1 luciferase reporter, luminescence;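 active = inhibition above the mean over all tested compounds plus 3 SD, cut at about 4.2% in these data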;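 note: 0% = DAX1-transfected cells with DMSO and 100% = empty-vector control cells with DMSO; inhibition shows as a rise in luminescence from relieved DAX1 repression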
Target sequence (P51843 207-470 limits assumed): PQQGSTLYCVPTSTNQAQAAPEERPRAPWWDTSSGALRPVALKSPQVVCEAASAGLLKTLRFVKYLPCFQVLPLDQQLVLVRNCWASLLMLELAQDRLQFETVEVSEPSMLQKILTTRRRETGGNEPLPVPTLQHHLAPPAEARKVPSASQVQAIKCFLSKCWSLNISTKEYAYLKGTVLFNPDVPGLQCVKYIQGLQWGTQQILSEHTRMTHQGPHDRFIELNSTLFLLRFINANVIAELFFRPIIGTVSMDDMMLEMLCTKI
* marks the source's active call; other numbers are inactive results; i = inactive; · = no result given.

SMILES	FXN GAA850 act	hcDAF-12 act	ADAM10 inh	NPR1 activator	PG9 binder	DAX1 inh-1	ssDAF-12 act	ADAM17 inh	SMARCA2 activ	hgDAF12 agonist	DAX1 inh-2
Cc1nn(CC(=O)O)c(C)c1NC(=O)c1cccs1	-1.5	-0.2	0	-2	-0.9	-0.4	-1.0	-3	-1	0.3	1.5
CCN(CC)C(C)C(=O)NCC1(c2ccccc2)CCOCC1 (stereo not given)	1.3	-1.6	-3	3	1.0	-0.2	-1.0	1	-1	-2.6	-0.5
NCCCC[C@@H](C(=O)N1CCNCC1)n1cc([C@@H](N)CC(N)=O)nn1	1.9	-0.3	4	1	0.2	-0.1	-1.4	-6	-1	1.7	-0.4
CC(=O)NC1C(O)OC(CO)C(O)C1O (stereo not given)	-0.2	-1.4	-11	5	2.4	-0.2	-1.4	-11	-1	1.1	-0.4
O=C(Nc1ccc(-c2cn3ccccc3n2)cc1)c1ccc(Cl)cc1	-4.7	-1.5	-31	2	3.3	-0.4	-1.2	-13	1	-0.6	-0.8
CNC(=S)N1N=C(c2ccccc2)CC1c1ccc(Br)cc1 (stereo not given)	-0.7	-0.7	9	-3	-3.3	-0.5	-1.2	3	-1	-1.0	1.1
C[C@H]1CN([C@@H](C)CO)C(=O)CCCn2cc(nn2)CO[C@@H]1CN(C)S(=O)(=O)c1ccccc1C#N	1.1	0.2	-8	6	-0.6	1.4	-1.0	-4	-7	1.7	0.4
CSc1ccc(Cl)c(C(=O)N(C)CC(=O)Nc2ccc(N3CCOCC3)cc2)c1	0.6	1.0	-8	3	-0.5	-1.5	-1.2	-2	0	0.6	-0.6
Cc1cc(C)c2ccc(C(=O)O)nc2c1O	1.5	-1.5	1	-1	-0.3	-0.7	-0.7	-1	-2	-1.6	0.1
CC(=O)NC1CC2CCCC(C1)N2S(=O)(=O)c1cccc(F)c1 (stereo not given)	-1.7	0.2	-11	2	4.0	-0.5	-0.7	-4	-2	0.2	1.1
O=C(CSC(=S)N1CCCC1)NCC(=O)Nc1ccc(F)c(F)c1	0.3	0.4	2	4	1.4	-2.3	-0.9	-3	-3	-1.3	1.6
Cc1oc(-c2cccc(Cl)c2)nc1CS(=O)(=O)CC(=O)NCCCN1CCOCC1	0.2	0.2	-3	0	-1.8	-0.2	-1.2	-1	0	4.4	1.2
CSc1nc(S(=O)(=O)c2ccc(C)cc2)c(N2CCOCC2)s1	1.3	-0.9	3	-1	0.4	-1.4	-1.3	-2	0	-1.9	2.2
O=C(NNc1c(F)c(F)cc(F)c1F)c1cc2ccccc2oc1=O	3.6	0.5	0	0	-0.1	1.0	-1.0	-1	4	6.2	-1.5
O=C(Nc1ccccc1)Nc1ccc(Br)c(Cl)c1	-1.5	6.5*	16	-1	-0.3	0.2	-0.7	6	-1	12*	-1.4

Results in PG9 binder and hcDAF-12 act, for some of the entries so far:
Compound,PG9 binder,hcDAF-12 act
O=C(Nc1ccc(-c2cn3ccccc3n2)cc1)c1ccc(Cl)cc1,3.3,-1.5
CSc1nc(S(=O)(=O)c2ccc(C)cc2)c(N2CCOCC2)s1,0.4,-0.9
Cc1cc(C)c2ccc(C(=O)O)nc2c1O,-0.3,-1.5

Remaining list, next part.
SMILES	FXN GAA850 act	hcDAF-12 act	ADAM10 inh	NPR1 activator	PG9 binder	DAX1 inh-1	ssDAF-12 act	ADAM17 inh	SMARCA2 activ	hgDAF12 agonist	DAX1 inh-2
COc1ccc(CCNC(=O)COC(=O)c2cccn2C)cc1	-0.4	-0.2	-10	3	-0.4	-3.1	-0.5	-5	-4	1.3	-0.1
CCC(=O)c1cn(CC(=O)Nc2cc(C)ccc2C)c2ccccc12	0.0	-0.5	4	0	19*	0.3	-0.5	-1	-1	0.8	-0.3
CN(Cc1ccccc1)C(=O)c1nc2ccccn2c1CNCCCOc1cccnc1	0.0	-1.0	-7	-3	-0.1	0.2	-0.8	-3	-2	0.5	1.0
CCOC(=O)N/N=C(/C)c1cccc(-n2cnnn2)c1	1.0	-0.7	-2	-1	-1.4	-0.1	-1.0	-1	3	5.0	0.0
CCc1nnc(NC(=O)CSc2nnc(-c3ccc(O)cc3)n2C)s1	1.2	-1.1	-5	2	1.4	0.0	-1.6	0	-3	-2.1	-1.0
NC(=O)NCCN1CCN(c2ncc(C(F)(F)F)cc2Cl)CC1	3.7	-0.6	4	-2	-2.4	-0.3	-1.6	1	3	-0.2	0.6
COC(=O)CC1c2cc(OC)c(OC)cc2CC(=O)c2cc(OC)c(OC)cc21 (stereo not given)	-0.7	-2.2	-9	-4	-1.6	-0.3	-1.4	-3	-2	0.8	0.5
CN1CCN(C(=O)CCc2ncc(C(F)(F)F)cc2Cl)CC1	0.7	-1.3	-3	2	-3.1	0.0	-0.8	-5	-5	-0.5	-0.2
CN1C(=S)N(c2ccccc2)C(=O)/C1=C/c1cccs1	1.9	-0.6	9	1	-3.0	-0.4	-1.5	1	1	1.6	-0.4
CC(=O)Nc1ccc(Oc2cc(NC(C)=O)cc([N+](=O)[O-])c2)cc1	0.8	-1.8	-1	-1	-0.1	-0.4	-1.3	1	-1	2.3	-1.1
CCCCc1c(-c2ccccc2OC)ncn1C(C)c1ccccc1 (stereo not given)	·	-1.5	-3	-18	0.1	0.6	-1.6	-1	-3	-0.5	·
O=C(Cn1cnc2c(nnn2-c2cccc(Cl)c2)c1=O)N1CCCC1	0.8	-1.4	-10	0	0.8	-0.8	-1.5	-6	-3	1.6	1.6
CC(c1cccs1)N(Cc1ccco1)C(=S)Nc1ccccc1Cl (stereo not given)	-0.6	2.2	0	-7	1.9	0.6	-1.4	-3	-2	-1.9	-0.8
COC(=O)c1ccc(CNS(=O)(=O)c2ccc3ccccc3c2)cc1	1.0	-2.3	-2	-3	-0.9	-0.3	-1.0	-1	-1	1.3	-1.0
CC(=O)c1c(N2CCOCC2)nc(=S)n(-c2ccccc2)c1C	0.9	0.5	3	0	1.4	-0.6	-1.0	-6	-3	2.7	-0.9

Printed as active in hcDAF-12 act, among the entries above:
| molecule | hcDAF-12 act | ADAM10 inh | NPR1 activator | PG9 binder | DAX1 inh-1 | ssDAF-12 act | ADAM17 inh | SMARCA2 activ | DAX1 inh-2 |
| --- | --- | --- | --- | --- | --- | --- | --- | --- | --- |
| O=C(Nc1ccccc1)Nc1ccc(Br)c(Cl)c1 | 6.5* | 16 | -1 | -0.3 | 0.2 | -0.7 | 6 | -1 | -1.4 |

Next results follow.
SMILES	FXN GAA850 act	hcDAF-12 act	ADAM10 inh	NPR1 activator	PG9 binder	DAX1 inh-1	ssDAF-12 act	ADAM17 inh	SMARCA2 activ	hgDAF12 agonist	DAX1 inh-2
Cc1cccc(N(CC(=O)Nc2ccccc2F)S(C)(=O)=O)c1	-2.1	-1.0	-11	-6	-0.7	0.2	-1.1	0	-4	-0.7	0.2
NC(=O)C1(N2CCCCC2)CCN(CC(=O)Nc2ccc(Oc3ccccc3)cc2)CC1	1.5	-0.8	-3	2	-3.5	-0.5	-1.8	-1	-2	-1.5	-0.5
CS(=O)(=O)N1CCN(c2ccccc2NC(=O)c2ccco2)CC1	0.9	1.2	11	0	-4.5	-0.4	-1.8	4	-3	0.7	-0.9
Cc1ccc(O)c(C(=O)c2cc(C(=O)NCCc3ccccc3)c(=O)n(CCc3ccccc3)c2)c1	1.7	-3.1	0	0	0.8	-0.5	-1.3	5	-3	-1.6	0.1
Cc1ccc(C(=O)Nc2ccc3c(c2)OCCO3)c(C)c1	-5.5	-0.1	9	4	-1.4	0.6	-1.3	2	4	-2.4	-7.6
Cc1ncc(CO)c(/C=N/NC(=O)c2ccccc2Br)c1O	3.7	0.3	i	8	-3.8	-0.4	-0.6	-282	-1	0.1	-0.2
OC[C@H](O)[C@H](O)[C@@H](O)[C@@H](O)[C@@H]1SC(c2ccccc2)=NN1c1ccccc1	-0.5	-1.8	-18	-1	-3.1	0.1	-0.1	-5	-1	-0.1	·
C=CCNC(=O)/C(=C\c1ccco1)NC(=O)c1ccco1	2.3	-1.3	-11	0	-1.6	-0.1	-1.9	-4	-1	2.0	1.3
CN(CC(=O)Nc1ccccc1Cl)CC(=O)N(C)c1c(N)n(Cc2ccccc2)c(=O)[nH]c1=O	-1.1	0.0	-13	1	2.1	1.7	-0.8	4	-7	-0.4	-2.4
CCOc1ccc(CN(CCC#N)C(=S)NC(=O)c2ccccc2)cc1	-0.2	-2.0	10	2	0.0	-0.8	-1.4	1	-2	17*	0.2
CCC(C)[C@H](NC(=O)[C@H](Cc1ccccc1)n1c(=O)[nH]c2ccccc2c1=O)C(=O)N1CCC[C@@H]1C(=O)O (stereo not given in full)	-1.1	1.5	-17	1	-1.4	0.6	-1.1	-2	2	-1.8	-0.3
Cc1ccc(Nc2cc(C)nc3nnnn23)cc1	0.8	-0.6	7	2	-1.9	-0.1	-0.7	-3	0	2.4	-0.6
CCNS(=O)(=O)c1ccc2c(c1)n(C)c(=O)n2C	4.2	-1.3	0	-1	-2.4	0.2	-1.7	-3	1	-1.6	2.0
O=C(c1ccc(Cl)cc1)N(Cc1ccccc1F)N1C(=O)CCCC1=O	1.1	-2.6	-13	0	0.6	0.5	-1.8	-3	-6	-0.7	1.1
Clc1ccc(-n2c(SC/C=C/c3ccccc3)nnc2-c2ccco2)cc1	·	-1.5	15	-16	·	-1.9	-1.7	8	-3	-0.1	·
C[C@@H]1CN([C@@H](C)CO)C(=O)CCCn2nncc2CO[C@@H]1CN(C)C(=O)CCC(F)(F)F	-1.0	0.1	-12	-2	-1.0	0.2	-0.6	-5	-3	1.4	1.2
C/C(=N\NC(=O)c1ccc(N2CCCC2=O)cc1)c1ccc(O)cc1O	0.4	-2.6	-43	-3	-3.5	0.7	-0.7	-6	-1	-1.4	-0.7
Cc1cccc2cc(C#N)c(SCC#N)nc12	0.8	-4.6	2	1	1.8	-2.1	-2.5	-1	0	-10	-1.3
COc1ccc(OC)c(S(=O)(=O)N2CCCC(C(=O)NCCN3CCOCC3)C2)c1 (stereo not given)	0.1	-1.7	-1	4	0.6	-0.1	-0.5	-5	-2	0.3	0.6
Cc1ccc(OCC(=O)Nc2ccc(N3CCN(C(=O)c4ccc(C)cc4)CC3)cc2)cc1	-0.2	1.9	-1	-1	0.0	-0.3	-0.6	-4	-3	-1.1	-1.1
CCn1nc(C)c(C2C(C#N)=C(N)OC3=C2C(=O)CC(C)(C)C3)c1C (stereo not given)	-3.4	4.0	-5	2	-1.8	-0.2	-1.6	-3	0	1.6	-1.6
O=C1Nc2ccccc2C(O)(C(=O)N2CCCCC2)N1c1ccccc1 (stereo not given)	-0.2	-0.9	-1	0	0.7	0.3	-1.4	-5	-1	2.1	-0.5
Cc1ccc(/C=N/Nc2cc(C)nc(N3CCOCC3)n2)cc1	1.6	-0.8	0	-1	-2.4	0.1	-0.7	1	1	0.6	-0.2
O=C(CCc1ccc(S(=O)(=O)N2CCOCC2)cc1)Nc1ccc(F)c(F)c1F	2.5	-0.4	-5	3	0.4	1.0	-1.3	0	0	-2.7	0.5
CCCCCCn1cc(CN2CC(N3CCCCC3)CS2(=O)=O)nn1 (stereo not given)	·	-0.7	-12	0	0.5	-1.8	-1.5	2	-4	-3.9	·
Cc1ccc(CN2CCN(/N=C\c3cccc([N+](=O)[O-])c3)CC2)cc1	2.0	-0.2	3	1	-3.6	-1.2	-0.4	1	0	0.5	-0.5

High-throughput results from PubChem BioAssay.
